# High-throughput results deposited in PubChem BioAssay by National Center for Advancing Translational Sciences (NCATS).
# IL1B secr inh = inhibitors of inflammasome signaling (IL-1 beta secretion) | 360,000 tested, 4.7% active | activity change, % at 57.5 µM | THP-1 LPS/ATP IL-1B secretion, AlphaLISA, 16 h; hits give low values; in the data active = activity change below about -50%; inconclusive = mostly about -30% to -49%; note: % is set by controls: 0 for no effect and ±100 for the full control effect
#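 THP-1 cells pretreated 1 hr with compounds (up to 57.5 uM final), then stimulated with LPS (250 ng/mL final) plus ATP (1.25 mM final); secreted IL-1B measured by AlphaLISA after 16 hr, decreased signal indicating inhibition.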
# ATXN viability = cell viability loss in ATXN counter-screen; S2 cells (HEK-293 line with an ATXN2-luciferase reporter) viability, CellTiter-Fluor protease fluorescence, 24 h; Potency, µM (series often up to 56.7 µM), most hits filed as cytotoxic; 400,000 tested, 0.49% active; AID 651635; note: potency is the fitted concentration of half-maximal effect; nearly all actives have a fitted effect of over 40% in size
# HepG2 tox = kills HepG2 cells in TGF-b inhibitor counter-screen. HepG2 CAGA-GFP viability, ATP luminescence, 18 h. Potency, µM (series often up to 46.1 µM), for inactives: at the top dose activity change, negative = cytotoxicity, hits mostly cytotoxic. 410,000 tested, 0.76% active; note: potency is the fitted concentration of half-maximal effect; some results filed as inactive show a strong effect at the top dose
#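 CellTiter-Glo luminescence gave cytotoxicity after 18 hours at 37 degrees C. The cells were HepG2 CAGA-GFP in 1% FBS DMEM, stimulated with 500 pg/mL TGF-beta after compound addition. %Activity was normalised to no-cell wells (complete cell-killing) and DMSO (no toxicity), and curves were fitted and classified.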
# MCF10A rerep = induces DNA re-replication in MCF 10a normal breast cells; 350,000 tested, 2.9% active; Potency, µM (top dose mostly 46.1 µM), for inactives: top-dose activity, positive = re-replication, usual class: activators; MCF 10A DNA re-replication, Hoechst nuclear intensity, 48 h; note: potency is the fitted concentration of half-maximal effect; % of control where 0% means no effect; nearly all actives have a fitted effect of over 50% in size
# Nrf2 ARE act = activators of Nrf2 (ARE) signaling | AREc32 ARE-luciferase reporter (MCF7-derived line), luminescence, 24 h | Potency, µM (highest dose often 46.1 µM), for the others: at the top dose activation, usual class: activators | 410,000 tested, 0.31% active; note: potency is the fitted concentration of half-maximal effect; % of control where 0% means no effect; nearly all actives have a fitted effect of over 65% in size
#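 AREc32_Fluc, 1000 cells/well, OPTI-MEM + 5% FBS, o/n 37 deg C 5% CO2; 23 nL cpd by pin tool, 24 hr; Steady-Glo 30 min RT, luminescence.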
# A549 viability = kills or reduces viability of A549 cells in Nrf2 counter-screen; A549 ARE-Fluc cells, CellTiter-Fluor viability, 18-24 h; Potency, µM (doses to about 46 µM), inactives show at the top dose activity change, negative = cytotoxicity, most hits filed as inhibitors; 390,000 tested, 0.16% active; note: potency is the fitted concentration of half-maximal effect; % is set by controls: 0 for no effect and ±100 for the full control effect
#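 Cytotoxicity counterscreen: CellTiter-Fluor fluorescence was measured in A549 ARE_Fluc cells after 18-24 h of compound exposure in a concentration series. The subsequent BugLite luminescent read reports ARE-luciferase activity.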
# ATXN2 expr inh = ATXN2 expression inhibition; HEK-293 ATXN2-luciferase reporter, luminescence, 24 h; 360,000 tested, 0.72% active; AID 1745845; Potency, µM (highest dose often 57 µM), for inactives: at the highest dose activity change, negative = inhibition, hits mostly inhibitors; note: potency is the fitted concentration of half-maximal effect; % is set by controls: 0 for no effect and ±100 for the full control effect; nearly all actives have a fitted effect of over 55% in size
#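 qHTS (up to 57 uM final) was run with 24 h compound exposure of reporter cells at 37 °C. Each well was multiplexed: SteadyGlo luminescence measured ATXN2-luciferase expression after a fluorogenic Gly-Phe-AFC viability readout (25 uM final).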
# Nrf2 inh = Nrf2 pathway inhibition; A549 ARE-Fluc reporter, luciferase luminescence, 18-24 h; Potency, µM (doses to about 46 µM), without a hit: at the top dose activity change, negative = inhibition, most hits filed as inhibitors; 360,000 tested, 2.1% active; AID 504444; note: potency is the fitted concentration of half-maximal effect; % is set by controls: 0 for no effect and ±100 for the full control effect; nearly all actives have a fitted effect of over 60% in size
#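 Quantitative HTS in A549 cells stably bearing an antioxidant response element-firefly luciferase construct. Inhibition of Nrf2-driven transcription was scored by luminescence after 18-24 h of compound exposure at 37 °C.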
# TGFb SMAD3 inh = blocks TGF-b signaling | HepG2 CAGA-GFP TGF-b/SMAD3 reporter, GFP fluorescence, 18 h; TGF-beta stimulated, 500 pg/mL final | Potency, µM (top dose mostly 46.1 µM), for the others: top-dose activity, negative = inhibition, most hits filed as inhibitors | 410,000 tested, 1.2% active; note: potency is the fitted concentration of half-maximal effect; % is set by controls: 0 for no effect and ±100 for the full control effect; nearly all actives have a fitted effect of over 65% in size
#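 First, reporter cells (HEPG2 CAGA-GFP) rested 2 h at 37 degrees C. Next, compounds were pinned in and TGF-beta added to 500 pg/mL final. After 18 h, GFP was imaged per cell and summed per well.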
# * hit, by the source's call; i = inactive; ? = inconclusive; . = not tested or not shown; & = joins results of further samples; [ ] = another dose, or the depositor's remark. Unless noted, calls come from the whole dose curve; as a rule, active = well fitted curve in the direction sought with a large enough effect; inconclusive = small, poorly fitted or top-dose-only effect, or another doubt; inactive = no such curve, though single readings can be large; an effect the other way counts as inactive or inconclusive. Outcome played no part in choosing rows; overall some 8.8% were active at least once.
canonical_smiles	MCF10A rerep	IL1B secr inh	TGFb SMAD3 inh	ATXN2 expr inh	A549 viability	Nrf2 ARE act	Nrf2 inh	HepG2 tox	ATXN viability
COc1ccccc1CNC(=O)c1ccc(CSc2nc3ccncc3n2Cc2cccc(F)c2)cc1	.	.	?	-5%	-8%	6.5%	-15%	-23%	i
Cn1cccc1C(=O)OCC(=O)N1CC(=O)Nc2ccccc21	7%	?	14%	-3%	5%	-0.3%	-12%	4%	i
O=C(NNC(=O)C1CC(c2cccs2)=NO1)NC1CCCCC1 (stereo not given)	0%	-9	8%	10%	0%	-0.5%	5%	-7%	i
COc1cccc(/C=N/NC(=O)c2ccc([N+](=O)[O-])cc2Cl)c1O	?	69	?	?	-2%	-0.9%	-2%	-24%	i
Cc1noc(C)c1CSCC(=O)Nc1ccc(S(=O)(=O)C(F)F)cc1	-14%	-3	0%	5%	-3%	-0.2%	3%	0%	i
COc1cccc(C(=O)NCC(c2ccc3c(c2)OCO3)N2CCN(c3ccc(F)cc3)CC2)c1 (stereo not given)	?	-24	-1%	?	-4%	0.8%	?	-21%	?
CCOC(=O)/C=c1/s/c(=C/c2ccccc2OC)c(=O)n1CC(=O)N1CCOCC1	16%	-13	-3%	6%	?	-0.4%	-11%	11%	?
Cc1cccc(N=Nc2c(C)[nH]n(-c3ccccc3)c2=O)c1	?	1	3%	1%	-16%	4.3%	?	5%	i
CC1(C(=O)NNC(=S)NCC2CCCO2)CC1(Cl)Cl (stereo not given)	11%	4	3%	4%	-1%	-0.9%	0%	-1%	i
O=C(NC(=S)Nc1ccc2nc[nH]c2c1)c1ccccc1	2%	-15	4%	39%[activator]	-2%	-0.2%	23%	0%	?
O=C1ON=C(c2ccccc2)/C1=C/c1ccc(-c2ccccc2[N+](=O)[O-])o1	?	-110*	20µM*	8%	?	30%	?	-37%	i
COc1cccc(NC(=O)C2CC(=O)N(C)C(=Nc3cccc(F)c3)S2)c1 (stereo not given)	12%	-4	?	-9%	?	0.0%	?	-10%	i
CN=C1S/C(=C\c2cccn2-c2cccc(Br)c2)C(=O)N1C	0%	-2	-6%	-9%	4%	0.2%	5%	-4%	i
O=S1(=O)CCO[C@H]2Cc3ccccc3[C@H]2N1Cc1ccccc1	-6%	-6	-20%&-3%	0%	-3%	-0.9%	-12%	-3%&-2%	i
COc1ccc(-c2nc(C)c(CCNS(=O)(=O)c3ccc(F)cc3)s2)cc1OC	.	.	2%	-36%	-10%	0.4%	.	-32%	?
O=C(Nc1ccccc1C(=O)NCc1ccccc1)C1=CSCCO1	2%	-1	-12%	.	9%	-0.7%	-9%	1%	i
Cc1nn(-c2ccccc2)c(C)c1/C=N/NC(=O)CSc1nc2ccccc2c(=O)n1-c1ccccc1	?	12	4µM*	?	?	0.4%	?	-10%	?
O=C(Nc1ccc(Cl)cc1Cl)c1ccc(-c2ccccc2)cc1	1%	-5	13%	-13%	0%	-1.2%	?	2%	i
CCOC(=O)c1ccc(NCn2c(=O)oc3ccccc32)cc1	-3%	19	?	16%	3%	5.2%	-1%	-7%	i
Cc1cc(Cl)ccc1C(=O)C1CCCN(C(=O)c2cncs2)C1 (stereo not given)	7%	7	-2%	14%	21%	0.0%	24%	-4%	i
CCN(CC)C(=O)c1sc2nc(N3CCOCC3)c3c(c2c1N)CCCC3	?	-12	-2%	1%	-5%	0.3%	?	8%	i
COc1ccc(NC(=O)CSc2nc3c([nH]c4ccccc43)c(=O)n2-c2ccccc2)c(OC)c1	.	.	-2%	2%	-4%	4.3%	.	0%	i
CCOC(=O)c1sc(NN=C(C(=O)OC)C(=O)OC)c(C(=O)OCC)c1C	?	-13	0%	-12%	-6%	0.4%	-24%	-18%	i
C=CCn1c(SCC(=O)N2CCOCC2)nc2sc(CC)cc2c1=O	-5%	-9	-7%	-13%	-20%	-0.3%	?	-17%	?
O=C(/C=C/c1ccc2c(c1)S(=O)(=O)N(Cc1ccccc1)[C@H]2CC(=O)N1CCOCC1)N1CCOCC1	-11%	1	19%	9%	0%	0.3%	3%	24%	i
C=CCOc1cccc(C2C(C(=O)c3ccco3)=C(O)C(=O)N2CCN2CCOCC2)c1 (stereo not given)	6%	6	11%	-3%	-6%	-0.6%	-1%	0%	i
Cc1onc(-c2ccccc2Cl)c1C(=O)NCCn1ccc2ccccc21	3%	1	-26%	-22%	-5%	-0.2%	9%	6%	i
COC(=O)c1cn(NC(=O)/C=C/c2ccc(OC)c(OC)c2)c(=O)c2ccccc12	?	-2	-8%	-8%	-5%	-0.1%	7%	-5%	i
CCNC(=O)c1sc2cc(C)ccc2c1Cl	11%	-14	?	18%	-5%	4.3%	5%	-16%	i
C#CCOCCOCCOCCNc1nc(N2CCN(C(=O)[C@H](C)n3cc(CCCN=C(N)N)nn3)CC2)nc(N2CCN(C(=O)[C@H](C)n3cc(CCCN=C(N)N)nn3)CC2)n1	5%	18	3%	-3%	3%	-0.3%	6%	8%	i
CC(=O)NCc1nc2cccnc2n1Cc1ccccc1	.	.	-1%	.	-1%	-1.1%	.	-2%	.
CC1(C)Cc2c(C#N)c(N3CCN(C(=O)c4ccccc4Cl)CC3)nc(-c3ccco3)c2CS1	5.8µM*	-10	?	-3%	-8%	2.8%	.	-6%	i
COc1ccc(C(C)NC(=O)C2CCCC2)cc1 (stereo not given)	-2%	9	1%	-2%	-8%	-0.3%	-5%	10%	i
COc1cc(SC)ccc1C(=O)Nc1nc2ccccc2[nH]1	10%	47	18%	0.32µM*	-12%	-2.1%	1.6µM*	10µM*	i
CSC(=S)N/N=C/c1c[nH]c2ccccc12	-6%	-7	?	-14%	0%	?	4%	-39%	i
N#Cc1ccccc1CSc1ccc(-c2nc3ccccc3[nH]2)cn1	6%	-71*	0%	-28%	-8%	0.7%	?	-43%	?
CCc1ccc(NC(=O)CSc2nc(C)c(C(=O)Nc3ccc(Cl)cc3)c(-c3ccc(OC)cc3)c2C#N)cc1	.	.	-2%	1%	2%	4.7%	7%	6%	?
CN1CCN(C(=O)c2ccc(-c3nn(C)c(=O)c4ccccc34)cc2)CC1	-24%	0	-8%	34%	15%	3.1%	.	3%	i
O=C(c1ccco1)N1CCN(c2cc(=O)n(C3CCCCC3)c(=O)[nH]2)CC1	-3%	-6	18%	-1%	-6%	-0.3%	-3%	-2%	i
O=C(c1cccc(S(=O)(=O)N2CCCCC2)c1)N1CCCCC1	8%	6	-25%	5%	-10%	-0.2%	-4%	3%	i

# Profiles as entered above. Values in the order: MCF10A rerep | IL1B secr inh | TGFb SMAD3 inh | ATXN2 expr inh | A549 viability | Nrf2 ARE act | Nrf2 inh | HepG2 tox | ATXN viability
# CC1(C)Cc2c(C#N)c(N3CCN(C(=O)c4ccccc4Cl)CC3)nc(-c3ccco3)c2CS1 reads 5.8µM* | -10 | ? | -3% | -8% | 2.8% | . | -6% | i
# CSC(=S)N/N=C/c1c[nH]c2ccccc12 reads -6% | -7 | ? | -14% | 0% | ? | 4% | -39% | i

# (listing goes on)
canonical_smiles	MCF10A rerep	IL1B secr inh	TGFb SMAD3 inh	ATXN2 expr inh	A549 viability	Nrf2 ARE act	Nrf2 inh	HepG2 tox	ATXN viability
CCN(CC)c1ccc(/C=N/n2c(-c3ccccc3Br)n[nH]c2=S)cc1	-3%	-67*	?	-17%	-16%	0.9%	?	3%	i
O=C(NCC1CC1)Nc1ccccc1	-1%	-8	-3%	-9%	1%	-1.0%	?	7%	i
CCOC(=O)C1CCN(C(=O)COc2ccc(N(C)S(=O)(=O)c3ccc(C)cc3)cc2)CC1	?	-2	0%	-25%	3%	2.4%	-1%	49%	i
COc1ccc(N(C(=O)Cc2cccs2)C(C(=O)NC2CCCCC2)c2cccn2C)cc1 (stereo not given)	22%	-1	-14%	3%	-7%	-0.6%	-18%	-23%	i
Cc1cccc(-c2ocnc2C(=O)Nc2ccccc2NC(=O)c2ccccn2)c1	?	?	?	-10%	0%	15%	?	-7%	i
CCCCN1CC(COc2ccccc2)Oc2cccc(F)c2S1(=O)=O (stereo not given)	-3%	-2	?	12%	4%	3.7%	-1%	-3%	i
Nc1cc(=O)[nH]c(=S)n1-c1cccc(C(F)(F)F)c1	14%	11	-5%	-4%	12%	-0.6%	6%	-11%	i
CC(C)(C)OC(=O)C[C@H]1C/C=C\C[C@H](CC(=O)N[C@H](CO)Cc2ccccc2)C(=O)N2CCC[C@H]2COC1=O	15%	19	20%	4%	3%	-0.9%	-6%	-12%	i
CSc1ccc(CN2CCC(C)(Oc3ccc(C(C)=O)cc3)C2)cc1 (stereo not given)	.	7	11%	-10%	.	6.4%	.	-20%	i
O=C(CN1CCN(S(=O)(=O)c2ccc(Cl)cc2)CC1)Nc1ccc(F)cc1F	-3%	-4	0%	16%	-2%	3.8%	-17%	5%	i
O=C1c2ccccc2C(=O)N1n1c(=O)[nH]c2ccccc2c1=O	-3%	0	-11%	-4%	3%	-0.5%	16%	-2%	i
CC1O[C@@H](OC2C(COC3OC(CO)C(O)[C@H](O)C3O)OC(OC3CC[C@]4(C)C(CC[C@@]5(C)[C@@H]4CC=C4[C@@H]6CC(C)(C)CC[C@]6(CO)C(O)C[C@]45C)C3(C)C)C(O)C2O)C(O)C(O)C1O (stereo not given in full)	-3%	9	20%	4%	-2%	-0.2%	8%	-1%	i
CC(=O)c1cc2c(cc1NC(=O)Cc1c(C)noc1C)OCO2	3%	-14	14%	3%	8%	3.4%	-7%	8%	i
O=c1oc(C2(O)CCCCC2)cc2ccc(-c3ccc4[nH]ccc4c3)cc12	?	21	-11%	40%[activator]	-9%	5.1%	?	-18%	i
